CaV13 ICDI inh = Disruptors of the CACNA1D IQ motif to Ca2+-dependent inactivation inhibitor domain association, primary screening, Förster resonance energy transfer in intact living …. inhibition, % at 12.3 µM. HEK cells, CFP/YFP FRET ICDI-IQ, plate reader, 10 min; percent FRET-ratio fall versus neutral wells. 340,000 compounds, 0.098% hits;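 active = mean replicate inhibition of at least 30% and at least 1% of replicates passing that level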;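 also: 0% = median of the neutral control wells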
MITF TRPM1 inh = inhibitors of MITF-dependent TRPM1 promoter reporter, primary screen, cell-based, SK-MEL-5, single point, luciferase. SK-MEL-5 TRPM1 promoter luciferase, 24 h. inhibition, % at 12.5 µM. 330,000 compounds, 0.83% hits;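 active = mean inhibition across replicates of 60% or more, whatever share of single replicates reaches that level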; also: values of inactives mirror those of a sister screen read the other way
Shn3 inh set2 = reduction of Shn3 3'UTR firefly luciferase signal, primary screen, Schnurri-3 inhibitor project, cell-based, Clone20 osteoblasts, set 2; Clone20 osteoblast Shn3 3'UTR firefly luciferase, 24 h; inhibition, % at 12.5 µM; 360,000 compounds, 0.52% hits; AID 588674, 2011;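 active = mean inhibition of at least 75% with every replicate also reaching 75%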;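 also: 0% = median of neutral control wells and 100% = pilot-screen positive control compound; some compounds past the cut are filed as inactive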
NR2E3 ag-1 = inhibitors of NR2E3-RetCOR corepressor binding, primary screen, NR2E3 agonist project, biochemical, TR-FRET, GST-NR2E3, biotin-RetCOR. inhibition of corepressor binding, % at 4.78 µM. 320,000 compounds, 0.12% hits. AID 2300, 2010. 1536-well;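 active = percent inhibition above the cutoff of mean plus 3 SD of all tested compounds, set per screening campaign, cut at about 20% in these data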;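 also: 0% = DMSO wells and 100% = biotin wells as full block of FRET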
Target sequence (Q9Y5X4 whole entry, looked up): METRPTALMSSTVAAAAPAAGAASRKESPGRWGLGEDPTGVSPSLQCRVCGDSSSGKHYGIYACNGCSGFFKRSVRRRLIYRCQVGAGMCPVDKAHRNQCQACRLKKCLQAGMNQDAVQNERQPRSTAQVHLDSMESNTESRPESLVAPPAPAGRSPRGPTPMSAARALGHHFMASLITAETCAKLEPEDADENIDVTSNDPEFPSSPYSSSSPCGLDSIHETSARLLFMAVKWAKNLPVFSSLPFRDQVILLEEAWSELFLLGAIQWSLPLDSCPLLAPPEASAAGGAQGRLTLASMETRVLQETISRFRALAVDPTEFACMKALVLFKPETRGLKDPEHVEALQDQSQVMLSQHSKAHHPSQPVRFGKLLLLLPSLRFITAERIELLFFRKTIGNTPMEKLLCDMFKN
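System: GST-tagged NR2E3 plus biotinylated RetCOR corepressor; Amount: 1.35 nM GST-tagged NR2E3 final; Dosing: single nominal compound dose of 4.8 µM; Schedule: 5 h incubation at 4 °C; Technique: TR-FRET with europium anti-GST and streptavidin-D2, 340 nm excitation; Controls: biotin wells as high control, 0.6% DMSO wells as low control.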
CF NFkB block = inhibitors of PAF-induced NF-kB signaling, primary screen, cell-based, GFP fluorescence, uHTS; inhibition, % at 5 µM; 360,000 compounds, 0.86% hits; KKLEB NF-kB-GFP reporter, GFP fluorescence overnight;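 active = at least 50% inhibition at 5 µM, scaled per plate between neutral and stimulator controls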;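 also: PAF is a Pseudomonas aeruginosa culture filtrate used as stimulus; plate controls were PAF-stimulated DMSO wells for no effect and unstimulated DMSO wells for full effect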
KKLEB tox = cytotoxicity in KKLEB CF airway cells, primary screen, cytotoxicity control for CF NF-kB inhibitor project, cell-based, uHTS, fluorescence assay plates. KKLEB CF airway cells viability, ATPlite luminescence, overnight; hits give low values; cells stimulated with P. aeruginosa culture filtrate. 360,000 compounds, 0.36% hits. AID 602141, 2011. activity change (cytotoxicity), % at 5 µM;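 active = corrected activity change at or below -50% at 5 µM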
PDI inh = inhibitors of human PDI, primary screen, biochemical, turbidity, single point, plate reader | Protein disulfide-isomerase (Homo sapiens), P07237 | PDI insulin aggregation turbidity, A650, 90 min | inhibition, % at 10 µM | 350,000 compounds, 0.052% hits | AID 588391, 2011;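 active = mean inhibition across replicates of 30% or more, whatever share of single replicates reach that level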;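 also: absorbance from insulin aggregation driven by PDI reduction with DTT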
Target sequence (P07237 whole entry, looked up): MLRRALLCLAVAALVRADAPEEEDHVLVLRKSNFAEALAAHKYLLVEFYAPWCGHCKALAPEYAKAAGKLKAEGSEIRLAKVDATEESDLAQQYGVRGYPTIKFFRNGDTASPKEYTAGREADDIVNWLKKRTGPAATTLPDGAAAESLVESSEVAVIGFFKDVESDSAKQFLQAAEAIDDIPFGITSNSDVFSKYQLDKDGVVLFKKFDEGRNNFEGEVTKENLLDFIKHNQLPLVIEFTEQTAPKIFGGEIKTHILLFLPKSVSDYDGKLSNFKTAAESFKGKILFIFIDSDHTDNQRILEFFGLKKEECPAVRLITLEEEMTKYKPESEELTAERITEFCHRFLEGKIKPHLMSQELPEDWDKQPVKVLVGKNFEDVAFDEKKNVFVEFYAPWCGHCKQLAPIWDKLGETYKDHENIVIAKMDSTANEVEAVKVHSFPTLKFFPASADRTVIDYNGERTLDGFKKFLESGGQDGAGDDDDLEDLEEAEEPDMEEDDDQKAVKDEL
HIF-2a block = HIF-2a reporter inhibitors, primary screen, luminescence, 786-0 RCC cells; 786-0 RCC cells HIF-2a reporter, luciferase luminescence, overnight; inhibition, % at 18.8 µM; 360,000 compounds, 0.72% hits; AID 624352, 2012;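 active = inhibition of the luminescence signal of 40% or more relative to plate controls, in a single-dose primary screen at 18.75 µM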
NR2E3 ag-2 = NR2E3 agonists in two-hybrid cells, primary screen, cell-based, luminescence, CHO-S, Gal4-NCOR/VP16-NR2E3; luciferase; inhibition of corepressor binding, % at 3.98 µM; 360,000 compounds, 0.35% hits; AID 602229, 2012;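 active = inhibition above the mean of all tested compounds plus 3 SD, cut at about 70% in these data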;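 also: 0% = DMSO with NR2E3 transfected cells and 100% = cells lacking NR2E3 construct; higher means lower luciferase signal from less NR2E3 corepressor binding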
Vif inh = HIV Vif self-association inhibitors, primary screen, imaging, HEK293T, single point; HEK293T cells, Vif self-association by quenched fluorescence, 24 h; inhibition, % at 7.49 µM; 340,000 compounds, 0.35% hits; in the data active = inhibition above about 50%, passing the limit was not always enough; also: some results filed as inactive read as strong as hits
Peg3 prom inh = Peg3 promoter-driven luciferase inhibitors, primary screen, cell-based, HeLa, luciferase luminescence; HeLa PEG-Prom luciferase reporter, overnight; inhibition, % at 20 µM; 360,000 compounds, 1.7% hits; AID 588405, 2011;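 active = inhibition of at least 50% at 20 µM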
Active calls of the source: *; x = not tested or not shown. Compounds were not picked by outcome; any-hit rate near 3.3%.

cpd	compound	CaV13 ICDI inh	MITF TRPM1 inh	Shn3 inh set2	NR2E3 ag-1	CF NFkB block	KKLEB tox	PDI inh	HIF-2a block	NR2E3 ag-2	Vif inh	Peg3 prom inh
1	CCCNC(=O)C1CN(C(=O)c2nn(Cc3ccccc3)c(=O)c3ccccc23)c2ccccc2O1 (stereo unspecified)	-2	22	0	3	12	-4	-4	23	-5	8	17
2	Cc1cccc(C)c1NC(=O)C(NC=O)c1ccccc1 (stereo unspecified)	x	1	-8	-1	-3	0	-1	21	-1	5	-7
3	O=C(O)CCC(C(=O)O)N1C(=O)C2C3CCC(C3)C2C1=O (stereo unspecified)	-6	x	1	x	-15	5	-3	4	-22	x	-1
4	CC(C)(ONC(=O)Nc1ccccc1Cl)C(=O)O	3	4	-16	-5	-25	-6	-1	6	7	11	1
5	COc1ccc([N+](=O)[O-])cc1NC(=S)NC(NC(C)=O)C(Cl)(Cl)Cl (stereo unspecified)	-2	-2	-1	3	2	-11	0	20	-6	-6	14
6	O=S(=O)(CCN1CCSCC1)c1ccc(Cl)cc1	-2	11	11	4	-27	0	4	-13	-19	0	-13
7	O=C(O)c1cc2c(cc1Cl)N1CCCCCC1=NS2(=O)=O	-6	-5	-9	-2	13	-9	-8	11	-19	3	10
8	O=C(NC1CCCC1)c1n[nH]c2ccccc12	3	-63	-23	2	-6	4	3	-267	-123	14	-270
9	Cc1ccsc1-c1cc2nc(NCCCN(C)C)n(C)c(=O)c2s1	-7	x	-42	x	4	-12	0	-114	-46	6	5
10	COc1ccc(OCc2nnc(SCC(=O)c3ccccc3)o2)cc1	-6	-3	-9	1	16	-17	5	11	-16	1	4
11	CC(C)(C)NC(=O)c1cccc(NC(=O)Cc2ccc(Br)cc2)c1	-8	-13	31	3	-15	-7	-1	22	0	1	9
12	COc1cc2c(cc1OC)-c1cc(OCc3ccccc3Cl)nc(=O)n1CC2	-10	-7	10	1	14	-14	3	8	2	1	11
13	Clc1ccccc1-c1nnc2sc(-c3ccccn3)nn12	-5	-7	8	x	-10	0	0	10	-3	-1	1
14	O=C(COC(=O)c1ccc(O)cc1)NCCc1c[nH]c2ccccc12	-5	27	-20	9	-8	5	-33	22	-18	-6	12
15	CSC(=Nc1ccccc1)C1=C(O)COC1=O	x	-8	-3	2	-3	0	1	-2	5	-10	4
16	COC(=O)c1ccccc1NC(=O)C1CCN(c2ncnc3c2nc2n3CCCCC2)CC1	-7	21	2	0	17	-16	0	10	-26	2	22
17	C=CCn1c(COc2ccccc2)nc2ccccc21	-3	-28	-46	-1	-14	10	-1	-154	-51	-2	-68
18	O=C1CCCc2c1nc(-c1ccc([N+](=O)[O-])cc1)n2O	-4	2	1	-2	-5	8	-8	8	-16	-8	11
19	Cc1nn(C)c(C)c1/C=C(\C#N)C(N)=O	-3	-2	20	-7	7	-18	13	17	3	-2	6
20	N=c1c2cn[nH]c2nc(SCC(=O)c2ccc(Br)cc2)n1-c1ccc(Br)cc1	-7	0	-2	0	6	-8	-1	9	5	-2	5
21	O=C(O)CC(NC(=O)c1cccc(F)c1)c1ccc(OC2CCCC2)cc1 (stereo unspecified)	-20	-4	-23	-1	4	-4	1	14	1	-8	1
22	Cc1ccc(S(=O)(=O)CNC(=S)c2cccc(Cl)c2)cc1	-5	7	11	-1	-7	-1	17	13	-14	3	-6
23	Cc1nn(Cc2ccc(Cl)c(Cl)c2)c(C)c1NC(=O)c1cc(-c2ccc3c(c2)OCO3)on1	-3	4	52	-2	-14	-12	1	-1	6	-9	13
24	Oc1ccc(C[C@H]2CN([C@@H](Cc3ccc(O)cc3)CN3CCC[C@@H]3CN3C(=S)NC[C@@H]3Cc3ccccc3)C(=S)N2CC2CCCCCC2)cc1	-3	x	-21	x	58*	-36	x	-29	9	16	101*
25	COC(=O)c1c(C)[nH]c(C(=O)C(C)OC(=O)C2CC(=O)N(c3ccc(C)cc3)C2)c1C (stereo unspecified)	-2	16	29	-3	6	8	2	-2	45	-2	34
26	Cc1cccc(N2CCN(Cc3c(C)n(C)n(-c4ccccc4)c3=O)CC2)c1C	-6	7	14	-7	-15	1	-6	-8	-6	4	4
27	O=C(Oc1ccc(/C=N/Nc2ccccc2)cc1)c1ccccc1	-5	8	-16	0	-13	-15	1	-50	1	0	11
28	CC(=O)c1ccc(N2CCN(C(=O)/C=C/c3ccc(S(=O)(=O)NCc4ccco4)cc3)CC2)cc1	-7	48	59	1	-22	16	2	8	14	-15	24
29	CC(=O)Nn1cc2c(c1-c1ccccc1)c(=O)n(C)c(=O)n2C	-4	15	-11	0	14	-4	2	20	-11	32	5
30	Cc1ccc(/C=C/C(=O)OCC(=O)NC(C)C)o1	0	19	5	2	11	16	2	13	-27	0	-4
31	O=C(CSc1nc2ccccc2c(=O)n1-c1ccc(F)cc1)Nc1ccc2c(c1)CCC2	-18	9	-20	0	-18	3	4	-7	11	3	-19
32	O=C(Nc1cccc(Cl)c1)C1C2C=CC3(O2)C1C(=O)N(CCN1CCCCC1)C3C(=O)NC1CCCCC1 (stereo unspecified)	-4	-11	-4	1	-1	7	7	9	-15	29	3
33	Cc1cc(N)c2ccccc2n1	2	8	12	-2	-10	10	0	-3	-24	1	11
34	COCCN1C(=O)N(c2cccc(OC)c2)C(=O)C1CC(=O)Nc1cccc(F)c1 (stereo unspecified)	-4	8	1	x	0	12	0	20	-11	4	10
35	CCCn1c(=S)[nH]c2sc3c(c2c1=O)CCCC3	-5	-7	3	3	-1	4	-3	-13	-18	0	-11
36	Cc1ccc(NC(=O)CC2Oc3ccc(C)cc3NC2=O)c(C)c1 (stereo unspecified)	-18	21	1	1	6	-8	-8	10	5	-4	26
37	CC1Sc2ccc(C(=O)O)cc2NC1=O (stereo unspecified)	-6	4	19	2	-5	0	-4	6	2	2	-1
38	CCCOC(=O)c1cccc(NC(=O)COc2ccc([N+](=O)[O-])cc2)c1	-3	8	41	4	-6	11	7	28	-6	3	14
39	Cc1ccc(CN2CC(N3CCC(c4ccccc4)CC3)CS2(=O)=O)cc1 (stereo unspecified)	-6	x	0	x	-12	-10	x	-1	-9	x	-22
40	Cc1ccc(C(=O)N/N=C2\CC3CC=CC23)c(C)c1 (stereo unspecified)	-6	-10	-9	0	-3	0	3	-9	-21	5	-19
41	Cc1ccc2nc(C3CCN(C(=O)c4ccco4)CC3)[nH]c2c1	-5	22	-12	2	8	9	-3	4	7	0	0
42	CCS(=O)(=O)N1CCN=C1SC(C)c1ccccc1 (stereo unspecified)	-5	-6	7	-4	4	-9	6	0	-15	2	-18
43	CC(C)Nc1nc(NC2CCCC2)nc(N2CCOCC2)n1	-6	16	14	x	-40	13	7	7	42	5	-4
44	O=C(CN1CCCCC1)Nc1ccccc1Oc1ccccc1	-5	6	16	3	16	-2	2	12	33	-2	10
45	O=C(c1cn(-c2ccccc2)nc1-c1cccs1)N1CCN(c2ccc(F)cc2)CC1	0	-6	-11	5	0	-4	9	-36	-2	x	11
46	COC(=O)c1ccc(N2CCN(C)CC2)c(NC(=O)COc2ccc(C)cc2)c1	-6	-18	20	0	-4	14	-8	5	-36	-3	17
47	Cc1ccccc1NC(=O)NCCCN1CCN(c2ccccc2)CC1	-3	1	0	1	-14	2	-21	8	2	-5	13
48	COc1ccc(C2c3c(ncn(Cc4ccco4)c3=N)Oc3ccc4ccccc4c32)cc1 (stereo unspecified)	-3	-12	1	2	26	-18	-2	13	-8	7	21
49	COc1ccc(CNC(=O)C/C(C)=N/NC(=O)C23CC4CC(CC(C4)C2)C3)cc1	6	0	-1	-1	27	-2	5	12	-34	4	6
50	CC(C)Cc1ccc(CN2CCCC(NC(=O)c3cnc4ccccn4c3=O)C2)cc1 (stereo unspecified)	x	30	50	0	-80	0	16	36	-6	-1	27
51	COC(=O)c1c(NC(=O)c2ccc(C)c(S(=O)(=O)Nc3ccccc3C)c2)sc2c1CCCC2	-4	2	21	2	9	-1	-5	4	-5	-1	26
52	CCN(CC)CCNC(=O)c1ccc(NC(=O)Cc2ccsc2)cc1	-5	-3	-5	0	-13	-6	5	16	8	1	17
53	Cc1noc(C)c1C(=O)N(CC(C)C)c1nc2ccccc2s1	-11	-6	-16	-2	8	-12	-1	-11	4	3	-5
54	CC(C)(C)c1ccc(S(=O)(=O)N2CCN(CC(O)CN3CCOCC3)CC2)cc1 (stereo unspecified)	-7	-12	9	x	4	-11	0	-2	5	-5	-5
55	COc1cc(C)c(S(=O)(=O)N2CCCC2)cc1C(C)C	6	-5	-3	6	22	-9	-7	16	-42	-14	10
56	O=c1[nH]nc(SCCS(=O)(=O)c2ccc(F)cc2)n1-c1ccc2c(c1)OCCO2	-4	2	-59	2	22	-4	1	-4	9	11	-4
57	CCCCC1=CC2=C(c3ccco3)C(=O)C(C)(OC(=O)c3ccc(OC)cc3)C(=O)C2=CN1CCCN(CC)CC (stereo unspecified)	-5	3	-49	0	10	8	-10	8	-55	-1	-6
58	Cn1c(=O)oc2cc(S(=O)(=O)N3CCc4ccccc4C3)ccc21	x	6	14	3	-18	-1	x	15	-7	0	4
59	Cc1ccc(COC(=O)c2nn(C)c(=O)c3ccccc23)cc1	-2	6	70	-1	19	-3	-2	-1	-48	-15	17
60	C=CCC(CC)C(=O)NC(=O)N1CCCc2ccccc21 (stereo unspecified)	-19	2	-9	0	-12	2	-33	-6	-24	-4	-1
61	O=C(N/N=C/c1cccs1)C1CC(=O)N(c2ccccc2)C1 (stereo unspecified)	-5	-4	7	3	-6	-2	-1	14	-20	2	5
62	Cc1ccc(N2C(=O)CCC(C(=O)O)C2c2cccs2)cc1 (stereo unspecified)	-6	-15	4	1	13	2	7	10	-42	20	14
